GDH-TPI counter = GDH-TPI coupling enzyme inhibitors, primary screen, artefact control for M. tuberculosis FBA inhibitor project, biochemical, absorbance, full deck; GDH-TPI coupled enzyme counterscreen, NADH absorbance; inhibition, % at 4.8 µM; 360,000 tested, 1.2% active; AID 588335, 2011; in the data active means inhibition above about 30%;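 further: 0% = DMSO wells and 100% = wells lacking the enzyme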
UGM FP inh = M. tuberculosis UGM enzyme inhibitors, primary screen, biochemical, fluorescence polarization, single point. UDP-galactopyranose mutase (Mycobacterium tuberculosis (strain ATCC 25618 / H37Rv)), …. purified UGM, fluorescence polarization probe displacement. inhibition, % at 10 µM. 320,000 tested, 0.06% active. AID 504406, 2011; in the data active means inhibition above about 10%, passing the limit was not always enough
PfHsp40 rescue = rescue of yeast from PfHsp40 toxicity, primary screen, S. cerevisiae, ATP luminescence; 340,000 tested, 0.68% active; AID 504582, 2011; growth rescue, % at 12.5 µM; S. cerevisiae expressing PfHsp40, growth rescue; in the data active means growth rescue above about 28%, passing the limit was not always enough;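 further: yeast W303a lacking pdr1 and pdr3 grown in galactose medium; growth measured after three days at 30 °C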
BH1578 lux ind = inducers of Vibrio cholerae quorum light production without autoinducers, primary screen, BH1578 luxS cqsA deficient, single point. V. cholerae BH1578 lux reporter, luminescence, 6 h. activation, % at 18.7 µM. 350,000 tested, 0.16% active. AID 588436, 2011; in the data active means activation mostly above about 9.7%, no sharp cut-off; further: not every result past the cut was called active; inactives centre near 0; reference of the scale not given here
Mtb FBA inh = Mtb FBA enzyme inhibitors, primary screen, biochemical, fluorescence, strain H37Rv; Fructose-bisphosphate aldolase (Mycobacterium tuberculosis (strain ATCC 25618 / H37Rv)), …; purified M. tuberculosis FBA, fluorescence read-out; inhibition, % at 1 µM; 360,000 tested, 2.3% active; AID 588726, 2011; in the data active means inhibition above about 27%;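 further: 0% = vehicle and 100% = reference inhibitor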
Yp Topo-I inh = Yersinia pestis topoisomerase I inhibitors, primary screen, biochemical, cleavage product accumulation, plate reader, single point; Y. pestis Topo-I cleavage product accumulation; activity, % at 10 µM; 360,000 tested, 0.064% active; in the data active means activity above about 50%, passing the limit was not always enough; further: inactives centre near 2
BioA inh = M. tuberculosis BioA enzyme inhibitors, primary screen, biochemical, plate reader, single point, HTS; 7,8-diaminopelargonic acid synthase BioA (Mycobacterium tuberculosis); purified M. tuberculosis BioA enzyme; inhibition, % at 9.99 µM; 360,000 tested, 0.096% active; in the data active means inhibition above about 40%
TcdB inh = TcdB glycohydrolase inhibitors, primary screen, biochemical, single point, plate reader. TcdB glycohydrolase enzymatic assay. inhibition, % at 9.99 µM. 350,000 tested, 0.24% active; in the data active means inhibition above about 10%
FadD28 FP inh = inhibitors of FadD28 bisubstrate probe binding, primary screen, biochemical, fluorescence polarization, single point; AID 588549, 2011; 360,000 tested, 0.22% active; inhibition, % at 12.5 µM; in the data active means inhibition above about 8.5%, passing the limit was not always enough
The depositor's hits bear a star; i = inactive; · = no result given. Compounds were not picked by outcome; any-hit rate near 4.6%.

SMILES	GDH-TPI counter	UGM FP inh	PfHsp40 rescue	BH1578 lux ind	Mtb FBA inh	Yp Topo-I inh	BioA inh	TcdB inh	FadD28 FP inh
Cc1nn(-c2ccccc2)c2ncc(C(=O)c3cc(Cl)ccc3O)cc12	3.1	0.4	-0.5	1.6	-3.1	-5.8	-1.4	·	-0.6
CN(C)C(=O)c1ccc(-c2cc(C(F)(F)F)nn2C)s1	0.8	-0.9	·	-0.6	0.4	-6.8	0.8	-1.0	-0.8
CN=C(Nc1cc(C)nn1-c1ccccc1)c1ccccc1F	14.2	0.2	2.1	-0.2	1.3	6.8	-0.3	0.2	-0.5
CCCc1ccc(S(=O)(=O)N2CCN(C(C)C(=O)NCc3ccc(OC)cc3)CC2)cc1 (stereo not drawn)	7.6	-0.3	-0.2	3.1	2.3	2.5	0.1	0.6	-2.1
Cc1cc(-c2n[nH]c(=S)n2/N=C/c2cccc(O)c2)n[nH]1	11.1	0.5	-2.9	-0.3	1.6	-8.7	-0.8	5.4	-3.6
COC(=O)C1CN(C(=O)COc2ccccc2)c2ccccc2O1 (stereo not drawn)	-0.7	0.5	1.8	-1.2	-1.4	4.5	-0.5	1.9	-1.5
CS(=O)(=O)N1CCc2cc(C(=O)Nc3ccc(O)cc3)ccc21	3.1	4.4	0.2	i	1.7	-2.4	0.4	25.1*	0.0
COc1ccc(/C=N/Nc2nn3cnnc3c3ccccc23)cc1	34.6*	0.3	0.6	-1.2	-3.0	7.4	·	0.0	-3.7
CCCCCn1c(N)c(-c2nc3ccccc3s2)c2c([N+](=O)[O-])nn(CC)c(=O)c21	2.8	-0.3	-0.2	-0.9	2.0	0.0	·	·	-1.4
O=C(NC1=NCCS1)c1cccs1	10.0	-1.1	0.1	i	7.1	-4.2	-7.6	·	0.3
COC(=O)c1ccc(CN2CCN(Cc3ccccc3)CC2)cc1	21.4	-0.9	-0.5	-0.3	2.5	-0.9	-1.4	·	-0.5
O=C(NC1CC1)c1cc(Cl)nc2ccccc12	-0.7	·	-0.5	i	4.5	5.2	-1.1	0.4	-1.0
O=S1(=O)CCC(NC(=S)N2CCOCC2)C1 (stereo not drawn)	1.6	2.2	-1.0	-1.8	-1.4	4.2	-0.9	-1.0	-3.9
Cn1c(Cn2c(=O)sc3ccccc32)nnc1SCC(=O)Nc1ccccc1F	1.0	-0.8	-0.3	-0.4	0.2	10.5	-0.8	-0.1	0.1
Cc1ccc(S(=O)(=O)NCC(=O)N(CC(=O)NC2CCCC2)c2ccc3c(c2)OCCO3)cc1	6.1	·	-0.8	i	1.9	24.7	·	·	-2.0
COc1ccc(S(=O)(=O)N(C)CC(=O)O)c2ccccc12	14.4	-0.9	0.7	8.0	-1.1	7.8	-0.3	·	-3.2
Cc1nn(CC(=O)Nc2ccc(Cl)cn2)c(C)c1Br	-9.4	0.9	-0.8	-0.4	0.0	3.7	·	·	-4.9
CSCCC(NS(=O)(=O)/C=C/c1ccccc1)C(=O)NCCc1ccc(S(N)(=O)=O)cc1 (stereo not drawn)	17.5	1.9	-0.4	-0.3	1.3	-8.9	-1.7	0.3	-2.6
CN(C)c1cccc(NC(=O)C2(C)CC2(Cl)Cl)c1 (stereo not drawn)	-11.1	·	-0.5	-0.3	1.4	-6.4	1.3	·	-1.9
Cc1cccc(NC(=O)Cn2nnc(C(=O)NCc3cccs3)c2N)c1C	11.5	2.0	-0.8	-0.4	-1.9	1.9	-0.9	·	-2.7
COc1ccc2cc(CN(CC3CCCO3)C(=O)Nc3ccccc3)c(=O)[nH]c2c1 (stereo not drawn)	18.4	-0.6	2.6	-0.3	-4.3	9.5	·	1.7	-5.6
CCOC(=O)c1sc(=S)n(-c2ccc(Cl)cc2)c1C	25.1	0.5	0.9	·	-1.9	22.3	1.5	·	-0.9
COc1cccc(OCc2nnc(SCC(=O)OCc3ccccc3)o2)c1	10.4	·	-0.4	-1.2	-1.2	41.8	·	·	0.9
Cc1ccnc(NS(=O)(=O)c2ccc(NC(=O)c3cccc(Cl)c3)cc2)n1	12.4	·	·	i	-1.1	0.2	-0.7	0.9	-2.1
CC(=NNC(=S)N1CCN(C2CCCCCC2)CC1)c1ccccn1	9.5	·	81.2*	i	2.5	1.3	·	-2.0	-1.8

Full records, quoted from the list. Order of values: GDH-TPI counter | UGM FP inh | PfHsp40 rescue | BH1578 lux ind | Mtb FBA inh | Yp Topo-I inh | BioA inh | TcdB inh | FadD28 FP inh
COc1cccc(OCc2nnc(SCC(=O)OCc3ccccc3)o2)c1 across the screens: 10.4 | · | -0.4 | -1.2 | -1.2 | 41.8 | · | · | 0.9
CN=C(Nc1cc(C)nn1-c1ccccc1)c1ccccc1F across the screens: 14.2 | 0.2 | 2.1 | -0.2 | 1.3 | 6.8 | -0.3 | 0.2 | -0.5
Cc1ccnc(NS(=O)(=O)c2ccc(NC(=O)c3cccc(Cl)c3)cc2)n1 across the screens: 12.4 | · | · | i | -1.1 | 0.2 | -0.7 | 0.9 | -2.1
CCCCCn1c(N)c(-c2nc3ccccc3s2)c2c([N+](=O)[O-])nn(CC)c(=O)c21 across the screens: 2.8 | -0.3 | -0.2 | -0.9 | 2.0 | 0.0 | · | · | -1.4
Cc1ccc(S(=O)(=O)NCC(=O)N(CC(=O)NC2CCCC2)c2ccc3c(c2)OCCO3)cc1 across the screens: 6.1 | · | -0.8 | i | 1.9 | 24.7 | · | · | -2.0

(listing goes on)
SMILES	GDH-TPI counter	UGM FP inh	PfHsp40 rescue	BH1578 lux ind	Mtb FBA inh	Yp Topo-I inh	BioA inh	TcdB inh	FadD28 FP inh
COc1ccc(/C=N/NC(=O)CCCCCNC(=O)c2ccccc2)cc1	-0.4	-1.8	1.8	-0.1	3.6	-3.8	·	-0.5	-2.8
Cc1ccc(N2CC(C(=O)OCC(=O)Nc3ccc(F)cc3F)CC2=O)cc1 (stereo not drawn)	-1.6	·	-0.6	-0.3	5.0	-0.9	1.6	-9.8	-1.7
C=CCN(CC=C)C(=O)CCc1nnc(CCc2c[nH]c3ccccc23)o1	4.8	-2.9	0.8	-0.5	0.9	11.6	·	-1.3	-1.2
Cc1oc(CC(C)C)c(CN2CCCC2)c1C(=O)O	5.8	-2.1	0.6	6.2	-9.1	-5.9	-0.7	·	-3.2
Cc1cc(NC(=O)CSc2c[nH]c3ccccc23)no1	3.1	0.9	-1.5	0.0	1.6	1.8	-0.6	0.0	-1.7
C=CCNC(=S)NNC(=O)c1ccc(OCC)cc1	1.9	-1.4	-0.6	i	-1.0	-4.1	-0.6	·	-3.0
O=C(COc1cc2oc(=O)c3c(c2cc1Cl)CCC3)Nc1ccc(CN2CCOCC2)cc1	0.9	0.6	0.7	i	4.5	4.1	1.7	0.6	-3.4
COCCn1c(=NC(=O)c2cc(Cl)sc2Cl)sc2cc(S(N)(=O)=O)ccc21	24.8	-5.7	-1.6	-3.3	5.3	3.1	0.4	·	-1.1
CCN(CC)CC(=O)Nc1ccc(C)cc1Br	1.3	-3.7	-1.6	3.0	1.6	1.2	-2.6	·	-0.6
OC[C@@H]1CN(Cc2ccc(F)cc2)C[C@H](n2cnc3c(NC4CC4)ncnc32)O1	9.7	·	·	i	0.9	-11.4	-3.1	1.7	0.4
Cc1ccc(OCC(=O)NNC(=O)c2cc3ccccc3o2)cc1	-4.3	-0.4	6.7	i	3.1	5.2	0.2	·	-4.7
CC[C@]12CCCN3CCc4c(n(c5ccccc45)C(=O)C1)[C@@H]32	-3.4	3.4	-0.9	i	-1.6	0.0	0.3	-10.0	-3.2
Cc1ccc(C)c(S(=O)(=O)Nc2cc3c4c(c2)CCC(=O)N4CCC3)c1	7.7	3.6	-0.9	i	2.1	16.0	·	-4.7	1.0
Cc1ccc(C(=O)N2CCN(S(=O)(=O)c3ccccc3[N+](=O)[O-])CC2)o1	4.2	0.4	-0.1	-2.3	-1.6	2.6	·	1.0	-5.2
CS(=O)(=O)N1CCC(C(=O)Nc2cc(Cl)cc(Cl)c2)CC1	0.3	2.8	-1.6	i	-1.3	3.7	·	1.1	-0.7
CCOC(=O)C1=C(C)N(CC(C)C)C(=O)/C1=C\c1cccs1	15.7	1.4	-1.3	-0.1	-0.3	9.8	-2.1	0.4	0.7
C#Cc1ccc(NC(=O)C2(C)CCN2C(=O)Cc2ccc(-c3ccccc3)cc2)cc1 (stereo not drawn)	-3.5	·	·	i	-1.1	33.9	-1.7	0.5	-4.3
Cc1ccccc1-c1noc(CNC(=O)COc2ccccc2)n1	-9.5	0.1	-0.2	i	0.5	9.2	-0.7	2.8	-3.2
Cc1ccc(NC(=O)CNC(=O)c2ccc(C(C)(C)C)cc2)cc1S(=O)(=O)N1CCOCC1	-2.6	0.1	2.2	i	-0.9	4.7	-0.5	2.3	-2.1
CC(NC(=O)C(=O)N/N=C\c1ccc([N+](=O)[O-])cc1)c1ccccc1 (stereo not drawn)	6.4	-2.4	-1.3	-0.3	1.4	-1.9	·	-3.6	-2.1
CC1=Nc2cccc([N+](=O)[O-])c2NC(=O)C1	-0.9	·	-0.8	-0.1	0.9	-14.6	·	0.2	-3.0
COc1cccc(OC)c1OCCCNC1CCCC1	1.5	1.6	-0.3	-0.3	2.4	-5.8	-1.1	0.3	-1.2
CC(=O)c1ccccc1NC(=O)CSc1nc2ccccc2c(=O)n1CCCN1CCOCC1	-0.4	1.1	-0.6	0.8	-1.6	11.9	-0.3	0.8	-2.0
COC(=O)c1ccc(C(=O)OC)c(NC(=O)C(C)C)c1	0.6	0.3	-0.6	1.0	6.7	4.0	0.8	-0.5	-2.1

Quoted at random: 7 records from the list, in no set order.
SMILES	GDH-TPI counter	UGM FP inh	PfHsp40 rescue	BH1578 lux ind	Mtb FBA inh	Yp Topo-I inh	BioA inh	TcdB inh	FadD28 FP inh
CC[C@]12CCCN3CCc4c(n(c5ccccc45)C(=O)C1)[C@@H]32	-3.4	3.4	-0.9	i	-1.6	0.0	0.3	-10.0	-3.2
CC(=O)c1ccccc1NC(=O)CSc1nc2ccccc2c(=O)n1CCCN1CCOCC1	-0.4	1.1	-0.6	0.8	-1.6	11.9	-0.3	0.8	-2.0
Cc1cc(NC(=O)CSc2c[nH]c3ccccc23)no1	3.1	0.9	-1.5	0.0	1.6	1.8	-0.6	0.0	-1.7
Cc1ccccc1-c1noc(CNC(=O)COc2ccccc2)n1	-9.5	0.1	-0.2	i	0.5	9.2	-0.7	2.8	-3.2
Cc1ccc(OCC(=O)NNC(=O)c2cc3ccccc3o2)cc1	-4.3	-0.4	6.7	i	3.1	5.2	0.2	·	-4.7
O=C(COc1cc2oc(=O)c3c(c2cc1Cl)CCC3)Nc1ccc(CN2CCOCC2)cc1	0.9	0.6	0.7	i	4.5	4.1	1.7	0.6	-3.4
Cc1ccc(C)c(S(=O)(=O)Nc2cc3c4c(c2)CCC(=O)N4CCC3)c1	7.7	3.6	-0.9	i	2.1	16.0	·	-4.7	1.0

Compound activity (PubChem BioAssay)
